Peg3 prom inh: inhibitors of Peg3 promoter; HeLa PEG-Prom luciferase reporter, luminescence, overnight; inhibition, % at 20 µM; actives 1.7% (n = 360,000); AID 588405;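 active = inhibition of at least 50% at 20 µM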
TRPM1 prom inh: MITF TRPM1 promoter inhibition in SK-MEL-5 cells. SK-MEL-5 TRPM1 promoter luciferase, 24 h. inhibition, % at 12.5 µM. actives 0.83% (n = 330,000). AID 488899;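 active = mean inhibition across replicates of 60% or more, whatever share of single replicates reaches that level; inconclusive = some that reach 60%, reason not given; inactive = mean inhibition across replicates below 60%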; also: values of inactives mirror those of a sister screen read the other way
CaV13 ICDI inh: Primary screen for inhibitors of IQ motif and Ca2+-dependent inactivation inhibitor domain binding in CACNA1D, Förster resonance energy transfer in living cells, …. HEK cells, CFP/YFP FRET ICDI-IQ, plate reader, 10 min; percent FRET-ratio fall versus neutral wells. inhibition, % at 12.3 µM. actives 0.098% (n = 340,000). AID 743397;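 active = mean replicate inhibition of at least 30% and at least 1% of replicates passing that level; inconclusive = only one of the two criteria is met; inactive = neither criterion is met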;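 also: 0% = median of the neutral control wells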
HIF-2a inh: blocks HIF-2a reporter activity | 786-0 RCC cells HIF-2a reporter, luciferase luminescence, overnight | inhibition, % at 18.8 µM | actives 0.72% (n = 360,000) | AID 624352;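 active = inhibition of the luminescence signal of 40% or more relative to plate controls, in a single-dose primary screen at 18.75 µM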
aDG glyco act: alpha-DG glycosylation activation; Pro5-aDG cells, alpha-DG glycosylation AlphaScreen (IIH6); 0% Pro5, 100% B10-LARGE cell signal; activation, % at 10 µM; actives 0.22% (n = 360,000);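 active = activation of at least 8% versus controls, or a plate z-score of at least 8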;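 also: Pro5 are CHO cells carrying HIG-tagged alpha-DG that lacks glycosylation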
PDI inh: inhibitors of human protein disulfide isomerase | PDI insulin aggregation turbidity, A650, 90 min | P07237 | AID 588391 | inhibition, % at 10 µM | actives 0.052% (n = 350,000);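 active = mean inhibition across replicates of 30% or more, whatever share of single replicates reach that level; inconclusive = mean inhibition below 30% while every single replicate reaches 30%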;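 also: absorbance from insulin aggregation driven by PDI reduction with DTT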
Target sequence (P07237 whole entry, looked up): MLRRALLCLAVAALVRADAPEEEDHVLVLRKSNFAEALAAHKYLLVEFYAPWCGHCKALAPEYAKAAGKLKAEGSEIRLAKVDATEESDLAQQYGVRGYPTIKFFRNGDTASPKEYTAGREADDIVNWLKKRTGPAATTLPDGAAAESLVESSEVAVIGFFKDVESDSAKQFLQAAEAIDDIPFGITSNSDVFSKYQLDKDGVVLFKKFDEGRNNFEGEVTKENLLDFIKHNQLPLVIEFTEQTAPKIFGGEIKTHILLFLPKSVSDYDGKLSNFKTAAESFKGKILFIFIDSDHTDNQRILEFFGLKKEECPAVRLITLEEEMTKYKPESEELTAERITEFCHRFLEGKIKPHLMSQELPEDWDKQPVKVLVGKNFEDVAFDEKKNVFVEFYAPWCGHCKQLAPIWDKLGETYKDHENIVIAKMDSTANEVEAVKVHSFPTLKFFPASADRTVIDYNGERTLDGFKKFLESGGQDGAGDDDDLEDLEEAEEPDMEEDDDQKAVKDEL
NR2E3 ag-1: activates human photoreceptor nuclear receptor NR2E3; AID 2300; actives 0.12% (n = 320,000); inhibition of corepressor binding, % at 4.78 µM; GST-NR2E3/biotin-RetCOR TR-FRET, 1536-well;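 active = percent inhibition above the cutoff of mean plus 3 SD of all tested compounds, set per screening campaign, cut at about 20% in these data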;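 also: 0% = DMSO wells and 100% = biotin wells as full block of FRET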
Target sequence (Q9Y5X4 whole entry, looked up): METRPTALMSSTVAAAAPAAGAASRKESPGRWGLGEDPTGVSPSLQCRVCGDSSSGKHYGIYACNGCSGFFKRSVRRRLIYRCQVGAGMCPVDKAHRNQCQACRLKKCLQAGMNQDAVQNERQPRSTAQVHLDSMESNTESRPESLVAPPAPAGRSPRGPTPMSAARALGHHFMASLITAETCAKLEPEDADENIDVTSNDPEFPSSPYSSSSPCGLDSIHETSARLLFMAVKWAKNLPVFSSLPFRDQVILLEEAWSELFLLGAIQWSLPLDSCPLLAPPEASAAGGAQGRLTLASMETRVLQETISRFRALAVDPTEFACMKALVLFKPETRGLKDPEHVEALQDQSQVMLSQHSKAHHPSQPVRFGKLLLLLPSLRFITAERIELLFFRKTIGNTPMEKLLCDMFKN
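Test system: GST-NR2E3 and biotin-RetCOR proteins | Quantity: 1.35 nM GST-tagged NR2E3 final | Medium: Tris pH 7.5 | Also added: 7 nM biotin-RetCOR | Dosing: Compound at 4.8 µM, single dose | Timing: 5 h at 4 °C | Detection: Time-resolved FRET | Read-out basis: Percent inhibition | Benchmarks: Biotin wells as high control, 0.6% DMSO wells as low control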
Exocytosis inh: lytic granule exocytosis inhibition; TALL-104 LAMP-1 surface exposure, flow cytometry; cells stimulated with thapsigargin and PMA; AID 651702; actives 0.66% (n = 360,000); inhibition, % at 10 µM;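 active = inhibition above about 55%, limit read from the data; inconclusive = no clear call, values can overlap the other calls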
NR2E3 ag-2: activates human NR2E3 receptor; Q9Y5X4; CHO-S Gal4-NCOR/VP16-NR2E3 two-hybrid, luciferase; inhibition of corepressor binding, % at 3.98 µM; actives 0.35% (n = 360,000); AID 602229;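 active = inhibition above the mean of all tested compounds plus 3 SD, cut at about 70% in these data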;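 also: 0% = DMSO with NR2E3 transfected cells and 100% = cells lacking NR2E3 construct; higher means lower luciferase signal from less NR2E3 corepressor binding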
Vif inh: HIV Vif inhibition; HEK293T cells, Vif self-association by quenched fluorescence, imaging, 24 h; inhibition, % at 7.49 µM; actives 0.35% (n = 340,000); AID 602346; in the data active = inhibition above about 50%, passing the limit was not always enough; inconclusive = no clear call, values can overlap the other calls; inactive = below about 31%; also: some results filed as inactive read as strong as hits
iPSC survival up: hiPSC single-cell survival enhancement | ATPlite luminescence; 100% = ROCK inhibitor wells, 0% = DMSO | survival enhancement, % at 20 µM | actives 0.044% (n = 360,000) | AID 602274; in the data active = survival enhancement above about 18%;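 also: cells exposed to compounds for 16 hours before the ATP read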
An asterisk follows results filed as active; ? = inconclusive; / = no result given.

SMILES | Peg3 prom inh | TRPM1 prom inh | CaV13 ICDI inh | HIF-2a inh | aDG glyco act | PDI inh | NR2E3 ag-1 | Exocytosis inh | NR2E3 ag-2 | Vif inh | iPSC survival up
CC12CC3CC(C)(C1)CC(C(=O)NC1=NCCS1)(C3)C2 | 7 | 17 | -6 | 13 | -0.3 | 1 | -3 | -5 | 6 | -11 | -0.8
CN(C)S(=O)(=O)c1cccc(NC(=O)COC(=O)CNC(=O)c2ccccc2F)c1 | 4 | 8 | -7 | 12 | -0.1 | 4 | -3 | -2 | -15 | -2 | -0.8
COc1ccc(C(=O)Nc2ccc(S(=O)(=O)N3CCN(C)CC3)cc2)cc1[N+](=O)[O-] | 10 | -1 | -2 | 10 | 0.0 | -3 | -1 | 4 | -7 | 14 | 2.8
Cc1nn(-c2ccccc2)c(C)c1N | -18 | 4 | -6 | 11 | -0.2 | 3 | 4 | -6 | 1 | 8 | -0.2
COc1ccccc1CNC(=O)C1CCCN(S(=O)(=O)c2cnc[nH]2)C1 (configuration not stated) | 6 | 5 | 1 | 3 | 0.0 | -4 | -1 | -4 | 11 | 5 | 0.9
Cc1noc(C)c1S(=O)(=O)N(CC(=O)NCc1ccc(F)cc1)c1ccc(C(C)C)cc1 | -3 | -4 | -4 | 9 | 0.5 | 1 | 2 | -8 | -24 | -3 | 3.5
CCCn1c(N)c(N(CCOC)C(=O)c2ccc(-c3ccccc3)cc2)c(=O)[nH]c1=O | -3 | 9 | -6 | 9 | -0.1 | 1 | 2 | -5 | -26 | -1 | -0.3
CC(C)CCN(C)C1CCN(S(=O)(=O)c2ccc(F)cc2)CC1 | 5 | 5 | -7 | 7 | 0.0 | 3 | 1 | -3 | -11 | 10 | 3.4
Cc1ccccc1NC(=O)CN1C(=O)S/C(=C\c2ccc(-c3cc(C(=O)O)ccc3C)o2)C1=O | -2 | -12 | -17 | 12 | 1.1 | -6 | / | -3 | -10 | -8 | -2.5
COc1ccc(C(C)(NC(C)=O)c2nc(-c3cccnc3)cs2)cc1 (configuration not stated) | -3 | / | -5 | 12 | -0.2 | 9 | / | 1 | -8 | 4 | 5.5
COc1cccc(CNC(=O)C2CCCN(c3cnccn3)C2)c1 (configuration not stated) | -2 | -10 | -2 | -2 | 0.4 | 4 | -1 | 6 | -33 | 2 | -0.6
Cn1c(C(=O)NCc2ccc3c(c2)OCO3)cc2sccc21 | -6 | 0 | -4 | -34 | 0.0 | 4 | 2 | -3 | 8 | -8 | -0.9
Cn1nnnc1SCC(=O)Nc1cccc(S(=O)(=O)N2CCCC2)c1 | 11 | 9 | 7 | 15 | -0.2 | 4 | 0 | 3 | -21 | -2 | 0.2
Cc1ccc(C)c(CN2C(=O)CSc3ccc(C(=O)NCC(C)CN4CCC(C)CC4)cc32)c1 (configuration not stated) | 30 | -6 | -3 | 8 | 1.2 | -3 | 4 | 77* | -9 | 8 | -0.5
CN(C)Cc1ccccc1Sc1ccccc1Br | 10 | -9 | -6 | 7 | -0.2 | -1 | -2 | -2 | -13 | 0 | 1.1
NC(N)=NS(=O)(=O)c1ccc(NC(=S)Nc2ccc(F)cc2)cc1 | 16 | -4 | -18 | 4 | -0.2 | -6 | 1 | -3 | -15 | 2 | -0.4
CN(c1ccccc1)S(=O)(=O)c1cc(C(=O)OCC(=O)c2c(N)n(C)c(=O)n(C)c2=O)ccc1Cl | 15 | -2 | -6 | 9 | -0.2 | -3 | / | 6 | -3 | 0 | -0.4
C=CCN1C(=O)N(c2ccccc2)C(=O)C1CC(=O)Nc1ccc(OC)cc1 (configuration not stated) | 14 | -8 | -1 | 24 | 0.0 | -1 | 4 | 1 | -16 | -4 | -0.4
COc1ccc(/C=C/c2c([N+](=O)[O-])c(=O)n(C)c(=O)n2C)c(OC)c1OC | 23 | -1 | 6 | 20 | 0.6 | -4 | 0 | -1 | 17 | 0 | -1.1
COC(=O)C1C2C=CC3(CN(C4CCCC4)C(=O)C13)O2 (configuration not stated) | 37 | 5 | -5 | 2 | -0.3 | -6 | 3 | -1 | -8 | 5 | -2.6
Cn1c(NCc2ccc(Cl)cc2)nc2ccccc21 | -227 | -44 | 0 | -152 | 0.3 | 0 | 0 | 0 | -107 | -13 | 0.4
COc1cc2c(cc1OC)C(C)N(C(=O)c1nccnc1C(=O)O)CC2 (configuration not stated) | -4 | 6 | -5 | -2 | -0.1 | -8 | 1 | -1 | -20 | -10 | 1.1
CCOC(=O)C1=C(C)N2C(=C(C#N)[C@@H]1c1ccc(C(=O)OC)cc1)SC[C@@]2(O)C(C)(C)C | 13 | -2 | -5 | 7 | 0.6 | 1 | 2 | -5 | -1 | -4 | 5.9
CCCCOc1cccc(C(=O)N(Cc2ccco2)C2CCS(=O)(=O)C2)c1 (configuration not stated) | 2 | 12 | -5 | 6 | 0.5 | -3 | 1 | 2 | -25 | 0 | -2.9
O=C(COC(=O)c1ccc(S(=O)(=O)N2CCc3ccccc3C2)cc1)NC(=O)NCc1ccco1 | 9 | 7 | -4 | 9 | -0.2 | -17 | 2 | 2 | -11 | 0 | 2.8
CCN(CC)S(=O)(=O)c1ccc(OC)c(-n2cnnn2)c1 | -11 | 0 | -6 | 3 | 0.2 | 3 | 2 | -3 | 12 | -8 | -1.5
O=C(NCc1cccc(CNC(=O)c2ccco2)c1)c1ccco1 | -9 | 5 | -7 | -5 | 0.1 | 13 | 5 | 1 | -13 | / | 0.0
COc1ccc(-c2cc(C(F)F)nc(-n3nc(C)cc3C)n2)cc1 | 11 | 2 | -5 | 4 | 1.0 | -2 | -1 | -2 | -17 | / | -0.7
CCOC(=O)c1cnn2c(C(F)(F)F)cc(-c3ccccc3)nc12 | 9 | -10 | -8 | 3 | -0.2 | -14 | -2 | -3 | 0 | -5 | 1.0
CC(C)NC(=O)Nc1ccc2c(c1)C(=O)N([C@H](C)CO)C[C@H](C)[C@@H](CN(C)S(=O)(=O)c1cccs1)O2 | 2 | -3 | -10 | 14 | -0.1 | -2 | / | 0 | -5 | -10 | -1.6
CC1CCCN(C(C(=O)Nc2ccc(C(C)C)cc2)c2ccc3c(c2)OCO3)C1 (configuration not stated) | 12 | -21 | -4 | -17 | 0.8 | -8 | 3 | -1 | -7 | 0 | -0.8
CCCCN(CCCC)Cc1cc(=O)oc2cc(OC)ccc12 | -23 | / | -3 | -51 | -0.2 | / | / | -2 | 8 | / | 4.3
Cc1ccc(C(=O)O/N=C/c2c(Cl)n(C)c3ccccc23)cc1 | -45 | -11 | -1 | -43 | 0.2 | 2 | -1 | 0 | 5 | 1 | -0.6
CC(C)CNCC1OCc2ccccc2CO1 | -6 | -2 | -2 | 13 | 0.2 | -3 | 2 | -4 | 10 | -3 | -0.2
Cc1nn(-c2cc(N3CCOCC3)ccc2[N+](=O)[O-])c(=O)c2ccccc12 | 5 | 9 | -4 | -1 | -0.2 | 4 | 4 | 5 | 1 | 2 | -1.2
CCCCN1C(=O)C(=Nc2cccc3cnccc23)c2ccccc21 | -5 | 13 | 4 | 17 | 0.4 | 19 | -2 | 0 | -7 | 0 | -1.5

Taken from the entries so far (3 entries):
SMILES | Peg3 prom inh | TRPM1 prom inh | CaV13 ICDI inh | HIF-2a inh | aDG glyco act | PDI inh | NR2E3 ag-1 | Exocytosis inh | NR2E3 ag-2 | Vif inh | iPSC survival up
Cc1ccc(C(=O)O/N=C/c2c(Cl)n(C)c3ccccc23)cc1 | -45 | -11 | -1 | -43 | 0.2 | 2 | -1 | 0 | 5 | 1 | -0.6
CC(C)CNCC1OCc2ccccc2CO1 | -6 | -2 | -2 | 13 | 0.2 | -3 | 2 | -4 | 10 | -3 | -0.2
Cc1nn(-c2cc(N3CCOCC3)ccc2[N+](=O)[O-])c(=O)c2ccccc12 | 5 | 9 | -4 | -1 | -0.2 | 4 | 4 | 5 | 1 | 2 | -1.2

Next section
SMILES | Peg3 prom inh | TRPM1 prom inh | CaV13 ICDI inh | HIF-2a inh | aDG glyco act | PDI inh | NR2E3 ag-1 | Exocytosis inh | NR2E3 ag-2 | Vif inh | iPSC survival up
COC(=O)c1ccc(Cn2nc(C(F)(F)F)cc2C)cc1 | 7 | -13 | -4 | -3 | -0.2 | 2 | 0 | -1 | -13 | -1 | 1.9
O=C(N/N=C/c1ccco1)c1cccc(N2CCCC2=O)c1 | -56 | -14 | -5 | -98 | -0.1 | -5 | 2 | -2 | -24 | 3 | 0.7
O=C(Nc1ccn(CCCN2CCN(Cc3cccc4ccccc34)CC2)c(=O)n1)OCc1ccccc1 | 37 | / | -6 | 2 | 0.7 | -6 | / | 22 | -11 | -6 | -1.3
CCC1(C)Cc2ccccc2-c2nc3n(c(=O)c21)CCCCC3 (configuration not stated) | 13 | 1 | -4 | 19 | -0.2 | -5 | -4 | -4 | -36 | 0 | 1.1
CC(=O)Nc1ccc(Nc2ccc([N+](=O)[O-])cn2)cc1 | -11 | -1 | -5 | -9 | -0.1 | 0 | -1 | 3 | -28 | -1 | -0.6
COc1cccc(-c2nc(CS(=O)(=O)CC(=O)Nc3cccc(C(C)=O)c3)c(C)o2)c1 | 6 | 5 | -3 | 6 | 0.0 | -2 | -2 | 2 | -37 | -3 | 0.3
CCCN1CCN(CCCNC(=O)c2cc3c(=O)n(C)c4ccccc4c3n2C)CC1 | -29 | 2 | -2 | 8 | -0.1 | / | 3 | 5 | -8 | 4 | 0.9
C=CCNC(=S)NS(=O)(=O)c1cccs1 | 17 | 0 | 4 | 10 | -0.2 | -2 | 1 | -3 | -11 | 8 | -1.2
CN(CC1COc2ccccc2O1)C(=S)NC1CCCCC1 (configuration not stated) | -55 | -37 | -15 | -96 | 0.0 | -20 | 2 | 4 | -60 | 7 | 0.2
Cc1c(/C=N/NC(=O)c2cc(C(C)(C)C)[nH]n2)c2ccccc2n1C | 1 | -3 | -2 | 20 | 0.0 | -8 | 0 | -7 | 4 | 0 | -0.6
CN1C(=S)N2CCCN2C1c1ccccc1 (configuration not stated) | 12 | -6 | -4 | 2 | 0.0 | 7 | 3 | -5 | 19 | 4 | 0.0
O=C(Nc1cccc(-c2nc3ccccc3s2)c1)c1cc(-n2cnnc2)ccc1Cl | -153 | -26 | / | -434 | 0.4 | -1 | -4 | 6 | -44 | -6 | -1.1
O=C(O)/C=C/C(=O)Nc1nc(-c2ccc3ccccc3c2)cs1 | 4 | 4 | -4 | 17 | 0.0 | -24 | 0 | 4 | -7 | 0 | -0.2
NNC(=O)/C(=N/Nc1ccccc1)S(=O)(=O)c1ccc(Cl)cc1 | 0 | 3 | -5 | 14 | -0.1 | -13 | -4 | 1 | -11 | -1 | -0.1
Cc1ccc(NC(=O)c2cnccn2)c(C)c1 | -49 | -24 | -6 | -88 | 0.0 | 11 | 1 | -3 | -13 | ? | 0.1
Cc1cc(C)cc(C(=O)NCc2ccc3c(c2)OCO3)c1 | 16 | 6 | -20 | 18 | 0.0 | 9 | 5 | -8 | 1 | -7 | -0.9
